# S100A4 inh HTS – inhibitors of human S100A4 binding to myosin IIA peptide | inhibition, % at 10.7 µM | S100A4/TAMRA-MyoIIA peptide fluorescence polarization | P26447 | 360,000 compounds, 0.14% hits;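 active = mean inhibition of at least 70% across replicates, with every replicate also reaching that level; inconclusive = mean inhibition reaches 70% but some replicates fall short; inactive = mean inhibition below 70%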
# Target sequence (P26447 whole entry, looked up): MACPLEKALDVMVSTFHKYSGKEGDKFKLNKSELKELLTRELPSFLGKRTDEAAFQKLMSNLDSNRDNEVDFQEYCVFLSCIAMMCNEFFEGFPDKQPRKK
#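 Material: S100A4 monomer (human). Medium: Calcium-containing HEPES buffer, pH 7.2. Probe or stimulus: labelled myosin peptide probe, 5 nM. Compound dosing: one concentration per compound. Timing: polarization read 5 min after assay mix addition, stable 5–60 min. Benchmarks: DMSO as neutral control, TFP as positive control.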
# E-selectin induc – E-selectin induction on HUVECs | P16581 | HUVEC E-selectin immunofluorescence imaging; normalized: neutral wells 0, TNF-alpha wells 100 | activation, % at 7.58 µM | 260,000 compounds, 0.37% hits | AID 686992;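 active = mean E-selectin-positive cell signal at least 10% of the positive control, reached in at least 60% of replicates, without over 20% cell loss; inconclusive = no rule given, readout overlaps actives, possibly toxicity-flagged; inactive = the rest, including those meeting only one limit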;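 note: in these data hits start at about 27%; measured in HUVEC primary endothelial cells; signal is the percent of cells scored E-selectin positive by PE staining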
#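 Test system – human umbilical vein endothelial cells (HUVEC), E-selectin induction · Input – 3,000 HUVEC seeded per well · Buffer or medium – EGM-2, gelatin · Compound dosing – single-point compound dose · Detection – immunofluorescence imaging · Measure – percent E-selectin-positive cells · Controls – TNF-alpha high, DMSO low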
# RAD52 anneal inh – blocks human RAD52 DNA annealing | P43351 | recombinant RAD52 DNA annealing, FRET fluorescence | inhibition, % at 18.7 µM | 360,000 compounds, 0.46% hits;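 active = every replicate showing at least 50% inhibition; inconclusive = mean inhibition at least 50% but not in every replicate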
# esBAF inh – blocks esBAF chromatin remodeling in mouse ES cells; Bmi1-luciferase knock-in reporter, 24 h; 100% = twice the neutral-well signal; reporter increase, % at 12.5 µM; 350,000 compounds, 2% hits; AID 602393; in the data active = activation above about 40%; inconclusive = no clear call, values can overlap the other calls;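 note: 0% = median of the plate's neutral control wells and 100% = double that signal; a rise in the Bmi1 reporter signal indicates esBAF inhibition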
# Xi reactivation – X-chromosome reactivation activator; activation, % at 7.58 µM; 360,000 compounds, 0.055% hits; AID 743238; XiGFP mouse fibroblasts, % GFP-positive cells imaging, 3 d; cells co-treated with 5-aza-dC sensitizer; scaled so ellipticine positive control = 100%;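 active = mean normalized replicate activation at least 10% and every replicate at or above 10%; inconclusive = only one of the two criteria met; inactive = mean below 10% and not all replicates reach 10%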;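 note: 0% = median of on-plate neutral control wells and 100% = ellipticine 6 µM median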
#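 assay system = SV40-immortalized XiGFP fibroblast cells, line 68-5-11 | buffer or medium = DMEM plus 5-aza-dC sensitizer | doses = single-point pinned compound dosing | times = 3-day compound exposure, then 15 min fixation at room temperature | benchmarks = positive control ellipticine, 6 µM final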
# RAD54 inh – inhibitors of human RAD54 branch migration | 360,000 compounds, 0.14% hits | inhibition, % at 10.4 µM | RAD54 Holliday junction branch migration, FAM/BHQ fluorescence | Q92698;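 active = mean normalized replicate activity at least 40 and at least half of replicates scoring 40 or more; inconclusive = only one of the two criteria met; inactive = mean below 40 and under half of replicates reaching 40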;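 note: 0% = median of neutral control wells and 100% = median of positive control wells; inhibitors cause a drop in the FAM fluorescence signal; in these data hits start at about 50%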
# Target sequence (Q92698 whole entry, looked up): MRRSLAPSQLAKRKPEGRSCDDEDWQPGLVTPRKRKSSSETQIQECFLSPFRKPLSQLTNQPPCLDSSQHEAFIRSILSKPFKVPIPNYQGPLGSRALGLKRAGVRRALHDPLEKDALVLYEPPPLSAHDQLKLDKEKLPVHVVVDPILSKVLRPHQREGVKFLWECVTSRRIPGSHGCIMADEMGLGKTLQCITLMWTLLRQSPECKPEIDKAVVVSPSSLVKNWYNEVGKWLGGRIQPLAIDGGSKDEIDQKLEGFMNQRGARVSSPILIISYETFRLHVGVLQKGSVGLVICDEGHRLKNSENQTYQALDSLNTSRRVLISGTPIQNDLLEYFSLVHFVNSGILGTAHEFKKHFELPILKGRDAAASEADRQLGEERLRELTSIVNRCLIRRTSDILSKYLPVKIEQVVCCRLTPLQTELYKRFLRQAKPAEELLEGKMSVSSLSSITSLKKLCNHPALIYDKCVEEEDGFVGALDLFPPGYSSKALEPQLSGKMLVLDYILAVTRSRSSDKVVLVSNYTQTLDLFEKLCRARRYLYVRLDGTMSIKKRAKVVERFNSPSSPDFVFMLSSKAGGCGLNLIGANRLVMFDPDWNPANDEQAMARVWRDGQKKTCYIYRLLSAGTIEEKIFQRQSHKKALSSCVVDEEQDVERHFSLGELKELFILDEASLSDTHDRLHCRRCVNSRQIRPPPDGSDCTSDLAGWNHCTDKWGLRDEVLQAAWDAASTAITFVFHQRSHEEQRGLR
# ERAP1 inh – blocks human ERAP1 aminopeptidase activity. Q9NZ08. recombinant ERAP1, Leu-AMC fluorescence, 60 min. inhibition, % at 10.7 µM. 340,000 compounds, 0.15% hits. AID 652197;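 active = mean replicate inhibition of at least 30%, or all replicates individually reaching that 30% level; inactive = mean below 30% and not every replicate reaching it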;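 note: 0% = neutral control wells and 100% = L-leucinethiol positive control wells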
# ERp5 inh – ERp5 (human) disulfide isomerase inhibition | AID 651711 | 350,000 compounds, 0.05% hits | ERp5 insulin aggregation, absorbance 650 nm, 90 min | Q15084 | inhibition, % at 9.99 µM;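 active = mean replicate inhibition above about 25%, with every replicate also reaching it, limit read from the data, passing the limit was not always enough; inconclusive = only one of those two criteria met; inactive = neither criterion met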
# * marks the source's active call; other numbers are inactive results; ? = inconclusive; · = no result given; & = joins results of further samples.
SMILES,S100A4 inh HTS,E-selectin induc,RAD52 anneal inh,esBAF inh,Xi reactivation,RAD54 inh,ERAP1 inh,ERp5 inh
O=C(Cn1cc2c(n1)CCCC2)NCc1cccc(Cl)c1,12,-0.2,-9,6,0.1,-2,1,3
CCOC(=O)[C@@H]1[C@H]2COc3ccc(Br)cc3[C@H]2N2C(=O)N(c3ccc(C)cc3)C(=O)[C@@]12C,-10,-0.2,-6,5,0.0,1,1,6
Cc1ccc(NS(=O)(=O)c2ccc(-n3cccn3)cc2)nc1,-4,·,-10,-9,0.1,-3,1,-7
CC(C)(C)[S@](=O)N1Cc2cc(C(=O)NCc3ccncc3)nc(-c3cccc(-c4ccncc4)c3)c2[C@@H]1CCO,-16,0.3,-4,-7,0.0,1,-1,2
CCCCCCCCSC1=CC(=O)C(OC)=C(OC)C1=O,-2,1.0,-10,-24,0.9,-4,-4,6
CCc1ccc(NC(=O)C2CCN(S(=O)(=O)c3c(C)noc3C)CC2)cc1,4,·,-5,-9,0.0,-9,8,1
CCN(Cc1ccccc1)S(=O)(=O)c1ccc(OC)c2ncccc12,3,?,-13,·,0.1,-11,5,5
COc1ccc2c(c1)CCc1c(C(=O)NCc3ccc(F)cc3)noc1-2,1,3.6,-8,2,0.1,-19,2,-1
COc1ccccc1CNC(=O)COC(=O)Cn1cnc2c1c(=O)n(C)c(=O)n2C,-1,-0.2,4,-2,0.0,-4,1,-1
Cc1noc(C)c1NC(=O)Nc1ccc2c(c1)CC(=O)N([C@H](C)CO)C[C@@H](C)[C@@H](CN(C)Cc1ccccc1)O2,9,-0.3,12,-2,-0.1,-6,-2,0
COc1ccc(Cl)cc1NC(=O)CN(C)CC(=O)Nc1ccccc1C(F)(F)F,9,-0.2,7,-2,0.3,-20,0,2
Cc1cccc(-n2c(=O)cc(N3CCN(c4ccc(F)cc4)CC3)[nH]c2=O)c1,5,0.4,-13,1,-0.1,2,-3,2
COCCn1nnnc1CN1CCSCC1,5,2.3,-21,5,0.4,-3,2,-1
O=C(N/N=C/c1ccc(F)cc1)c1cc(-c2ccccn2)nc2ccccc12,-4,·,2,10,-0.1,2,2,-1
C[C@H](CO)N1C[C@H](C)[C@@H](CN(C)Cc2ccc(C(=O)O)cc2)Oc2ccc(NC(=O)CCC(F)(F)F)cc2CC1=O,-2,·,-2,-2,-0.5,2,0,-1
Cc1cc(NC(=O)CN2C(=O)NC(c3ccccc3)(c3ccc(C)c(C)c3)C2=O)no1 (stereo unspecified),-2,·,1,-7,0.0,2,-3,0
C#CCn1c(=NC(=O)c2ccco2)sc2cccc(Cl)c21,-5,·,-13,10,0.0,·,-2,-1
COc1ccc(C=O)cc1OC1C=CCCC1 (stereo unspecified),3,-0.2,-9,·,0.0,·,-4,0
CCN(CC)CCN(C(=O)c1ccc([N+](=O)[O-])cc1)c1nc2ccc(OC)cc2s1,-2,·,-2,·,-0.1,·,-3,2
CCOc1ccccc1N(C(C)=O)S(=O)(=O)c1ccc(Cl)cc1,7,·,-7,·,0.0,·,-1,-5
CC(C)C[C@H](NC(=O)[C@@H]1Cc2ccccc2CN1C(=O)OC(C)(C)C)C(=O)NCC1CCC(C(=O)O)CC1 (stereo partly specified),-1&-1,0.3,-9&-1,-1,0.0,5,4&6,2&0
COc1ccc(NS(=O)(=O)c2cn(C)cn2)cc1OC,1,·,-6,2,0.2,-10,-3,-2
O=C(c1ccc2c(=O)n(Cc3ccc(Cl)cc3)c(=S)[nH]c2c1)N1CCOCC1,-17,·,-14,-48,0.3,3,-6,3
COc1cc(NCc2ccccc2)c2ncn(Cc3ccccc3)c2c1,15,0.6,-2,-10,0.0,-6,-3,8
CN(C)C(CNC(=O)c1ccc2nc[nH]c2c1)c1ccccc1 (stereo unspecified),-4,·,0,-4,-0.1,-3,0,-4
# Next section.
SMILES,S100A4 inh HTS,E-selectin induc,RAD52 anneal inh,esBAF inh,Xi reactivation,RAD54 inh,ERAP1 inh,ERp5 inh
O=C(Nc1ccccc1)N[C@H]1CC[C@H](CCNC(=O)c2ccccc2F)O[C@@H]1CO,3,-0.7,2,1,-0.2,1,1,2
CCOC(=O)c1cc(S(=O)(=O)N2CCN(C3CCCCC3)CC2)cn1C,-2,·,1,-2,0.1,-1,-1,3
O=C(NN1C(=O)C2C3C=CC([C@@H]2C1=O)C31CC1)c1ccccc1 (stereo partly specified),-2,·,12,·,0.1,·,-3,3
CCc1ccc(N2CC(C(=O)Nc3cc(C)on3)CC2=O)cc1 (stereo unspecified),-1,·,-15,5,?,-5,-2,4
CC(C)NC(=O)N1[C@H](C#N)[C@@H](c2ccc(C#CC3CCCC3)cc2)[C@@H]1CO,-28,-0.7,-7,3,0.1,4,6,0
CN1C(=O)[C@@]2(O[C@H]3C=CC=CN3C3=C2C(=O)CCC3)c2cc([N+](=O)[O-])ccc21,-1,-0.2,-14,·,-0.4,·,1,-2
CN(C(=O)CSc1nc2sc3c(c2c(=O)n1C)CCC3)C1CCS(=O)(=O)C1 (stereo unspecified),-2,-0.3,-6,11,0.0,3,2,·
CCOc1ccc(CN(C)C(=O)c2ccc(S(=O)(=O)N(C)c3ccccc3OC)cc2)cc1,1,·,-13,3,0.0,6,-1,2
CC1(C)CN(c2ccc(C(=O)c3ccccc3)cc2)C1=O,-9,·,-10,·,0.0,·,2,7
O=C(Nc1ccccc1)[C@H]1[C@H](CO)[C@H]2Cn3c(cccc3=O)[C@@H]1N2Cc1ccncc1,4,0.0,-2,3,0.4,-4,1,-4
O=C(COc1ccccc1)NCC1(N2CCCCC2)CCCCC1,-43,4.2,-29,·,0.0,·,-2,1
O=C(NCc1ccccc1)[C@@H]1[C@@H](CO)[C@@H]2Cn3c(cccc3=O)[C@H]1N2Cc1cccnc1,5,-0.9,-7,2,0.3,-2,3,2
CCCCN(C)C(=O)CS(=O)(=O)Cc1nc(-c2cccc(OC)c2)oc1C,-1,-0.2,-7,-3,0.0,6,21,2
COc1ccc(CCN2CC(C(=O)NCCc3ccc(C)cc3)CC2=O)cc1OC (stereo unspecified),3,-1.2,1,·,-0.2,5,·,1
Cn1c(=O)c2cc(NC(=S)NC3CCCCC3)ccc2n1C/C=C/c1ccccc1,-7,0.1,-14,1,0.1,3,-1,2
O=C(COC(=O)c1nc(Cl)ccc1Cl)Nc1ccc(Cl)cc1,-3,0.4,-15,-4,0.4,6,0,4
Cc1cccc(CSc2nc3c(c(-c4cccs4)c2C#N)CN(C)CC3)c1,0,1.8,-19,·,0.0,·,0,6
Nc1ccc(S(=O)(=O)NN=Cc2ccccc2[N+](=O)[O-])cc1,-17,-1.2,-16,-9,0.1,·,-3,0
O=C(OCc1ccccc1F)c1cc(S(=O)(=O)N2CCCCC2)ccc1N1CCOCC1,-2,0.0,-13,-3,0.1,3,-1,1
COc1ccccc1-c1cnc2c(c1)C(=O)N([C@@H](C)CO)C[C@@H](C)[C@H](CN(C)C(=O)c1ccccc1)O2,-10,0.1,-3,6,-1.2,-8,1,-1
COC(=O)c1ccc(CNCC(=O)Nc2ccc(C(=O)OC)cc2)cc1,-2,·,-5,·,0.4,·,1,0
C[C@H](CO)N1C[C@H](C)[C@@H](CN(C)C(=O)CN(C)C)Oc2cc(Br)ccc2S1(=O)=O,5,-0.7,-1,2,0.5,3,0,3
CC1CCCCN1C(=O)CSCC(=O)Nc1nc(-c2cccs2)cs1 (stereo unspecified),3,0.4,-10,22,0.2,9,4,-1
COc1ccc(OC)c(NC(=S)N2c3ccccc3CC2C)c1 (stereo unspecified),0,0.6,-14,21,0.2,-6,2,4
CC1CCCN(C(=S)Nc2ccc(Nc3ccccc3)cc2)C1 (stereo unspecified),-5,·,-3,·,0.0,·,12,-8

# 2 records picked at random from the list so far:
SMILES,S100A4 inh HTS,E-selectin induc,RAD52 anneal inh,esBAF inh,Xi reactivation,RAD54 inh,ERAP1 inh,ERp5 inh
O=C(Nc1ccccc1)N[C@H]1CC[C@H](CCNC(=O)c2ccccc2F)O[C@@H]1CO,3,-0.7,2,1,-0.2,1,1,2
Cn1c(=O)c2cc(NC(=S)NC3CCCCC3)ccc2n1C/C=C/c1ccccc1,-7,0.1,-14,1,0.1,3,-1,2

# (continued)
SMILES,S100A4 inh HTS,E-selectin induc,RAD52 anneal inh,esBAF inh,Xi reactivation,RAD54 inh,ERAP1 inh,ERp5 inh
COc1ccc(C(=O)COc2ccc3c(C)cc(=O)oc3c2)cc1,1,·,2,-2,0.0,3,-1,-1
CC1CCCN(Cc2nc3c(c(=O)n(C)c(=O)n3C)n2Cc2c(F)cccc2Cl)C1 (stereo unspecified),-4,·,0,5,0.0,-4,0,2
Cc1ccccc1C1CC(c2ccc(Br)cc2)Nc2nc(N)nn21 (stereo unspecified),1,·,-1,-3,0.1,8,-3,-3
CCC(=O)N1CCc2cc(S(=O)(=O)N3CCN(c4ccccc4)CC3)ccc21,-5,·,-4,2,0.0,1,5,12
CNC(=S)N/N=C/c1ccc(-c2ccc(Cl)c([N+](=O)[O-])c2)o1,-6,·,-11,·,0.0,·,-4,-5
CN(C)CC(=O)N1[C@@H]2c3ccc(-c4cccnc4)c(=O)n3C[C@H]1[C@H](CO)[C@H]2C(=O)NC1CCC1,7,0.0,17,-2,0.0,-2,-4,-1
S=C(NCc1ccc(Cl)cc1)Nc1ccc(Cl)cc1Cl,-1,-1.6,-3,·,0.1,·,-2,-3
CC(C)COC(=O)N(C)C[C@H]1OCc2cnnn2CCCC(=O)N([C@@H](C)CO)C[C@H]1C,-2&0,2.2,-12&9,2&-2,0.1&-0.4,8&-8,-2,-5&3
Cc1cc(C(=O)NNC(=S)Nc2ccccc2)nn1C,1,·,-7,·,0.0,·,-1,3
COc1ccc(-c2cn3c(C)c(C(=O)NCc4ccc5c(c4)OCO5)sc3n2)cc1,0,0.3,-1,8,0.2,-7,-3,0
O=C(O)CC/C(=C\c1cc2c(cc1Br)OCO2)c1nc2ccccc2s1,0,·,-9,-4,0.0,-3,5,1
O=C(CCN1C(=O)/C(=C/c2ccccc2Cl)SC1=S)NCCc1ccc(O)cc1,-4,·,-7,1,0.0,-3,-1,9
CCc1nc(SCC(=O)Nc2ccccc2OC)n[nH]1,3,·,-6,6,0.1,10,0,4
Cc1cccc(-n2ncc3c2CCCC3NC(=O)c2ccncc2)c1C (stereo unspecified),-1,-0.2,-42,4,0.1,-4,1,3
N#Cc1nc(-c2ccccc2F)oc1N1CCN(C(=O)c2ccco2)CC1,-2,-4.4,-3,-5,0.0,3,-1,6
Cc1cccc(C(=O)N/N=C/c2ccc[nH]2)c1,-48,-0.9,-5,·,0.4,·,9,2
CN(C)C(CNC(C(=O)Nc1ccc(F)cc1)c1ccccc1)c1ccccc1 (stereo unspecified),-6,0.0,-4,2,0.0,1,-3,-3
C=CCn1c(SCC(=O)C(C)(C)C)nnc1-c1ccccn1,-3,·,-3,5,·,-3,-5,-1
Cc1noc(C)c1CSCC(=O)Nc1nc(-c2ccc(F)c(F)c2)cs1,-1,·,-13,0,-0.1,3,5,5
FC(F)(F)c1cc(-c2ccccn2)nc2cc(-c3ccccc3)nn12,5,0.2,-10,·,0.1,-1,-1,0
